Source: PubChem BioAssay
Growth percent in the NCI-60 one-dose screen (48 h, 10 µM unless noted): 100 = growth as untreated, 0 = no growth, -100 = all killed.
HL-60(TB): HL-60(TB) leukemia cells; 78,000 compounds, 9% hits; AID 1794776; active means growth percent below 10
* = called active by the depositor; & = joins results of further samples.

SMILES	HL-60(TB)
N#Cc1ccc(O)c(C2=NCC(c3cccc(Oc4ccccc4)c3)O2)c1 (configuration not stated)	-8.7*
O=C(O)c1ccc(N/C=C/C(=O)c2cc3cc(Br)ccc3oc2=O)cc1	97
Cc1nn(-c2cccc(Cl)c2)c(C)c1N=Nc1ccc(Br)cc1	78
Nc1nc2c(N=Nc3ccccc3)c(N)nn2c(-c2ccc(Cl)cc2)c1-c1nc2ccccc2s1	105
Cc1nc2sccn2c(=O)c1CCN1CCC(=C(c2ccc(F)cc2)c2ccc(F)cc2)CC1	102
CC(=O)c1cccc(NC(=O)CCC(=O)NS(=O)(=O)c2ccc(C)cc2)c1	107
C=CC[n+]1c(/C=C/C=C2\N(C)c3ccccc3C2(C)C)sc2ccc(OC)cc21	-21*
CCCCOC(=O)c1ccc(Nc2cc(C)nc3ccc(OC)cc23)cc1	107
COc1cc(C2CC(=O)Nc3c2c(C)nn3-c2nc3ccccc3n2C)cc(OC)c1O (configuration not stated)	115
Cc1ccc(Nc2nc(N)nc(N)c2N=O)cc1	81
CN(C1CC1)S(=O)(=O)c1ccc(-c2cnc(N)c(-c3ccc4c(c3)CCNC4=O)n2)cc1	38
O=C(Cn1cc(CN2C(=O)c3ccccc3S2(=O)=O)nn1)Nc1cccc2ccccc12	99
COC(=O)C12C3C(=O)N(c4ccc(Cl)cc4)C(=O)C3C(c3cn(-c4ccccc4)nc3C)N1[C@H](c1cn(-c3ccccc3)nc1C)[C@@H]1C(=O)N(c3ccc(Cl)cc3)C(=O)[C@@H]12 (some centres not stated)	110
Cc1ccc2[nH]c(=O)cc(N/N=C/c3ccccc3)c2c1	79
N#Cc1ccccc1-c1ccc(CN2C(=O)S/C(=C\c3ccc(F)cc3)C2=O)cc1	95
Cc1cc(N)ccc1Cc1ccc(N)cc1C	60
COc1nc(N)nc2n[nH]nc12	45
COc1cc2c(c(OC)c1OC)-c1ccc([O-])c(=O)cc1[C@@H](NC(C)=O)CC2.COc1cc2c(c(OC)c1OC)-c1ccc([O-])c(=O)cc1[C@@H](NC(C)=O)CC2.[Cu+2]	-45*
CC(C)=CCC/C(C)=C/CN1C(=O)CN(C)C1=O	96
Nc1nc(Cl)c2ncn(Cc3ccccc3Cn3cnc4c(Cl)nc(N)nc43)c2n1	77
CN1C=Nc2c(ncn2C2CCC(CO)O2)C1O (configuration not stated)	102
N/C(=N\OC(=O)c1ccccc1)C(Cc1ccccc1)C(=O)NOC(=O)c1ccccc1 (configuration not stated)	-1.1*
Cc1ccc(OCC(O)CN2CCN(c3cccc(Cl)c3)CC2)cc1 (configuration not stated)	119
C=C1CCC2C(C)(CO)C(O)CCC2(C)C1CC(NCc1cccc(Cl)c1)C1=CCOC1=O (configuration not stated)	103
COc1ccc(-c2c3c(nc4ncnc(N)c24)C(C)CCC3)cc1 (configuration not stated)	98
CC(=O)CC(=O)OC1CCCCC1C (configuration not stated)	84
Cc1ccc(C2CC(n3nnnc3-c3ccccc3)=NN2)cc1 (configuration not stated)	88
Cc1onc(C(=O)NNC(=O)Nc2ccc(Cl)cc2)c1C(=O)N1CCN(C(c2ccccc2)c2ccccc2)CC1	108
O=C(NCc1ccc(Cl)cc1)c1ncoc1-c1ccc2c(c1)OCCO2	102
c1ccc(Nc2nnc3c4[nH]cnc4ncn23)cc1	106
CCOc1cc(Br)c(C(C)NC(=O)c2cccc(OC)c2)cc1OCC (configuration not stated)	46
O=C1S/C(=C\c2ccc(F)cc2)C(=O)N1Cc1cc2ccccc2nc1Cl	120
COc1cc(/C=C/C(=O)c2ccc(S(=O)(=O)NCCNc3nc(N(C)C)nc(N4CCOCC4)n3)cc2)cc(OC)c1OC	-65*
COc1ccc(-c2cc(-c3ccc(C)cc3)nc(NC(=O)c3ccncc3)n2)cc1	121
CC1CCCC1C(=O)O (configuration not stated)	101
C/C(=N/O)c1ccc(-n2c(=O)c3cc4c(=O)n(-c5ccc(/C(C)=N\O)cc5)c(=O)c4cc3c2=O)cc1	98
CC(=O)OC1Oc2ccc(C)cc2-c2oc(=O)c([Se]c3ccccc3)cc21 (configuration not stated)	103
Cc1ccc(CCC(=O)Nc2ncc(Cc3cc(Cl)ccc3Cl)s2)o1	-40*
CNC(=O)NN	64
CN(C)/C(=C/C(=O)c1ccccc1)C(=O)c1ccccc1	70
CC1(C)CC(=O)C2=C(C1)OC1=C(C(=O)CC(C)(C)C1)C2c1ccc(OCc2cn(-c3ccc(F)cc3F)nn2)cc1	42
O=C(/C=C/c1ccccc1)c1ccc([N+](=O)[O-])cc1	85
CCC1C(=O)NC(=O)SC1c1ccccc1 (configuration not stated)	77
N#CCCC(CCC#N)(CCC#N)C(=O)c1ccccc1	145&106
Cn1c(=O)[nH]c2ccccc2c1=O	111
CC(C)n1nc(C#Cc2cccc(NC(=O)c3cccc(C(F)(F)F)c3)c2)c2c(N)ncnc21	-19*
N#CCCC1(CCC#N)c2ccccc2-c2ccccc21	84
CC(=O)OC1CCC2(C)C(=CCC3C4CC(CN5CC5)C(=O)C4(C)CCC32)C1 (configuration not stated)	64
CCC(=O)Nc1ccc(C)cc1C	111
NS(=O)(=O)c1ccc(N2N=C(c3ccc(-c4ccccc4)cc3)CC2c2ccc(Cl)cc2)cc1 (configuration not stated)	86
CCCCCCCCCc1ccc(O)c(Cl)c1	95
CN1C(=O)C(C2=NN(c3ccccc3)C(c3ccccc3C(=O)O)C2)C(=O)N(C)C1=O (configuration not stated)	97
CCOc1cc2ncc(C#N)c(Nc3ccc(F)c(Cl)c3)c2cc1NC(=O)CC1CCSS1 (configuration not stated)	-34*
CC/C=C\C[C@H](O)C/C=C1/C(=O)C=C[C@@H]1C/C=C\CCCC(=O)OC(C)C	-38*
Cn1c(N)c(C(=O)N2CCN(c3ccccc3)CC2)c(=O)n(C)c1=O	125
CNC(=O)NCCCCCNC(=O)NC	91
COc1ccc(C2CC(=O)c3ccccc3O2)cc1OC (configuration not stated)	101
O=[N+]([O-])c1ccc(Nc2ccccc2N=Cc2c(O)ccc3ccccc23)c2nonc12	88
CS(=O)(=O)c1ccc(N2N=C(c3ccc(F)cc3)CCC2=O)cc1	89
O=C1C=CC(=O)N1c1ccc(Nc2ccccc2)cc1	63

Following part:
SMILES	HL-60(TB)
CSc1nc(-c2ccc(Cl)cc2)c(C#N)c(N2CCOCC2)n1	93
Cn1c(=O)c2c(nc(Sc3nc(-c4ccccc4)c(C#N)c(=O)[nH]3)n2CC(=O)Nc2ccc(S(N)(=O)=O)cc2)n(C)c1=O	107
Cc1ccc(NC(=O)Nc2sc3c(c2C#N)CCCC3)cc1	86
COc1cccc(-c2nc3sccn3c2-c2ccnc(NCCNS(=O)(=O)c3ccccc3)c2)c1	-18*
CCc1c(C(=O)NC)[nH]c(C)c1C(C)=O	99
OCCNc1oc(-c2ccccc2)nc1[P+](c1ccccc1)(c1ccccc1)c1ccccc1	-30*
COCc1cc(C)nc2sc(-c3snnc3C)c(N)c12	90
CC(N)(C(=O)O)c1ccccc1 (configuration not stated)	81
COC(=O)c1c(-c2ccccc2)c(-c2ccccc2)[nH]c(=O)c1C#N	101
CCOC(=O)C1=C(C)Nc2nc3ccccc3n2C1c1cccc(Br)c1 (configuration not stated)	23
CC1=Nc2cccc3cccc(c23)N=C(C)C1	106
c1cc(C2=N[C@@H]3c4ccccc4C[C@@H]3O2)nc(C2=N[C@@H]3c4ccccc4C[C@@H]3O2)c1	105
COc1c(F)cc(-n2c(C(=O)N3CC(F)C3)cc3cccnc32)cc1F	98
Cc1ccccc1N1CCN(C(=O)Cc2ccc(OCC(=O)Nc3ccc(Cl)cc3)cc2)CC1	98
CC(=O)[C@H]1CC[C@H]2[C@@H]3CC[C@@H]4C[C@H](O)CC[C@]4(C)[C@H]3CC[C@]12C	85
CCCCCCN(CCCCCC)C(C)=O	115
O=C(NNc1ccccc1)c1ccccc1Cl	13
COc1cccc(-c2nc3sccn3c2-c2ccnc(NCCNS(=O)(=O)c3ccc(Cl)cc3)c2)c1	75
COc1ccccc1C1OC2=C(Nc3ccccc3N2)C1=O (configuration not stated)	102
CCCC(C)c1cc([N+](=O)[O-])cc([N+](=O)[O-])c1O (configuration not stated)	68
Nc1nc2ccc(Br)cc2o1	113
O=C(CCc1n[nH]c(=S)o1)c1nc2ccccc2[nH]1	73
COc1cccc(/C=C2\COc3ccc(-c4ccccc4)cc3C2=O)c1	-47*
COc1cc2c(cc1OC)C(Sc1ccc(C)cc1)c1c(nc(N)c(C#N)c1N)O2 (configuration not stated)	-19*
c1ccc2c3c([nH]c2c1)C(c1ccc2c(c1)OCO2)c1c([nH]c2ccccc12)C3c1ccc2c(c1)OCO2 (configuration not stated)	110
CCCSc1nc2c(c(=O)n(C)c(=O)n2C)n1C	104
COC1=C(NCc2ccc3c(c2)OCO3)C(=O)C(OC)=C(NCc2ccc3c(c2)OCO3)C1=O	112
CCOC(=O)/C(C#N)=C/c1ccc(Cl)cc1	112
COc1ccc(C(=O)c2cc(OC)c(C)c(OC)c2)cc1OC(=O)CCl	-29*
O=C(CN1C=NC2C(N3CCOCC3)=NC=NC21)c1ccc(Br)cc1 (configuration not stated)	102
CCOC(=O)CC(SP1(=S)OCC2(CCCCC2)CO1)C(=O)OCC (configuration not stated)	90
Cn1c(SCc2ccccn2)nc2c1c(=O)[nH]c(=O)n2C	97
OCC[N+](CCO)(CCO)CCO	92
FC(F)(F)c1cc(Nc2ccc3cc(OCCCN4CCOCC4)ccc3n2)ccc1Cl	29
CCC(C)C#N (configuration not stated)	108
CS(=O)(=O)c1ccc(-c2nn(-c3ccccc3)cc2/C=C/C(=O)c2ccc(Br)cc2)cc1	52
CCCC(=O)NC1C(Nc2ccc(S(=O)(=O)Nc3nc(C)cc(C)n3)cc2)OC(CO)C(O)C1O (configuration not stated)	106
COc1cc(C2CC(c3ccc(N4CCOCC4)cc3)=NN2c2nc(-c3ccc(F)cc3)c(C#N)c(N3CCOCC3)n2)cc(OC)c1OC (configuration not stated)	99
COc1ccc(/C=c2\c(=O)n(-c3ccccc3)c3nn4c(n23)=NNC42CCCCC2)cc1	110
CN(Nc1cccc(Cl)c1)c1cccc(Cl)c1	99
CC(Sc1nc2sc3c(c2c(=O)n1-c1ccc(Cl)cc1)CCCC3)C(=O)Nc1nc(-c2ccc(Br)cc2)cs1 (configuration not stated)	99
O=[N+]([O-])c1ccc(-c2ncc(-c3ccc(O)cc3O)[nH]2)cc1	145
COc1ccc2c(c1)OC13Oc4cc(OC)ccc4C=C1CCCCC3=C2	104
CN1c2ccccc2Sc2cc(/C=N/Nc3ccc(Br)cc3)ccc21	53
CNC(Cc1ccccc1)c1ccc(OC)cc1 (configuration not stated)	100
COc1ccc(C2Cc3cnccc3-c3nc(N)c4ccncc4c32)c(OC)c1OC (configuration not stated)	95
CC(O)(c1ccc(Cl)cc1)C(c1ccccc1)c1ccccn1 (configuration not stated)	81
O=C(Oc1ccc(-c2ccc([N+](=O)[O-])cc2)cc1)c1ccccc1	103
CCCCCCNC(=O)Oc1ccc(/C(=C(/C)c2ccccc2)c2ccc(OCCN(C)C)cc2)cc1	23
CN(Cc1ccccc1)c1nc(Cl)c(C2CC(c3ccc(Cl)cc3)=NN2c2ccccc2)s1 (configuration not stated)	108
CC(C)Cc1ccc(C(C)c2nnc(SCC(=O)N3N=C(c4ccc5ccccc5c4)CC3c3ccc(Cl)cc3)n2-c2ccccc2)cc1 (configuration not stated)	88
CCOc1ccc(/C=N/NC(=O)Cn2nc(Cc3ccc(OC)cc3)c3onc(C)c3c2=O)cc1	57
O=C(C[n+]1ccccc1Br)c1ccc(Cl)cc1	104
Cc1nc(Cc2ccccc2)sc1CC#N	80
C[C@@H]1O[C@H](/C=C\c2ccccc2)[C@@H](O)[C@H]1O	97
COCCOC(=O)c1ccccc1C(=O)OCCOC	98

By substructure: those above with a cyano group (14)
SMILES	HL-60(TB)
N#Cc1ccc(O)c(C2=NCC(c3cccc(Oc4ccccc4)c3)O2)c1 (configuration not stated)	-8.7*
N#Cc1ccccc1-c1ccc(CN2C(=O)S/C(=C\c3ccc(F)cc3)C2=O)cc1	95
N#CCCC(CCC#N)(CCC#N)C(=O)c1ccccc1	145&106
N#CCCC1(CCC#N)c2ccccc2-c2ccccc21	84
CCOc1cc2ncc(C#N)c(Nc3ccc(F)c(Cl)c3)c2cc1NC(=O)CC1CCSS1 (configuration not stated)	-34*
CSc1nc(-c2ccc(Cl)cc2)c(C#N)c(N2CCOCC2)n1	93
Cn1c(=O)c2c(nc(Sc3nc(-c4ccccc4)c(C#N)c(=O)[nH]3)n2CC(=O)Nc2ccc(S(N)(=O)=O)cc2)n(C)c1=O	107
Cc1ccc(NC(=O)Nc2sc3c(c2C#N)CCCC3)cc1	86
COC(=O)c1c(-c2ccccc2)c(-c2ccccc2)[nH]c(=O)c1C#N	101
COc1cc2c(cc1OC)C(Sc1ccc(C)cc1)c1c(nc(N)c(C#N)c1N)O2 (configuration not stated)	-19*
CCOC(=O)/C(C#N)=C/c1ccc(Cl)cc1	112
CCC(C)C#N (configuration not stated)	108
COc1cc(C2CC(c3ccc(N4CCOCC4)cc3)=NN2c2nc(-c3ccc(F)cc3)c(C#N)c(N3CCOCC3)n2)cc(OC)c1OC (configuration not stated)	99
Cc1nc(Cc2ccccc2)sc1CC#N	80

Only part of the results is shown; count on the stated rates, not on these rows.
